Compound activity from PubChem BioAssay.
Tau ThT inhib = inhibitors of human tau fibril formation, thioflavin T binding. P10636. recombinant tau K18 P301L, heparin-induced fibrillization, ThT fluorescence. Potency, µM (doses to about 57.4 µM), without a hit: at the highest dose activity, negative = inhibition, usual class: inhibitors. 2.1% of 270,000 active. AID 1460; note: % is set by controls: 0 for no effect and ±100 for the full control effect; nearly all actives have a fitted effect of over 55% in size
Target sequence (P10636 561-689 P618L limits assumed): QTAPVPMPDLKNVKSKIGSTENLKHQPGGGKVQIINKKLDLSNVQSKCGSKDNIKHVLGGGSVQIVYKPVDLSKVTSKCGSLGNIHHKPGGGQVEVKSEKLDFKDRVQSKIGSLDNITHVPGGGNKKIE
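In this qHTS, human K18 P301L tau is incubated with compound and heparin for 6 hr at 37 C, and Thioflavin T fluorescence then reports fibril load.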
SMN2 splice up = SMN2 splice variant enhancement; HEK293 SMN2-luciferase splicing reporter, luminescence, 30-36 h; Potency, µM (titrated, usually from 46.1 µM), without a hit: at the highest dose activity change, positive = activation, hits mostly activators; 2.8% of 210,000 active; note: % of control where 0% means no effect; nearly all actives have a fitted effect of over 55% in size
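qHTS luciferase splicing reporter: luminescence rises when SMN2 exon 7 is included in transfected HEK293 cells. Compound exposure lasted 30-36 h at 37C, with 4.5 mM final sodium butyrate as control, followed by a ONE-Glo read.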
HTT ATP protect = Huntington cell model cytoprotection by ATP luminescence; 0.14% of 230,000 active; Potency, µM (top dose mostly 56.4 µM), without a hit: cytoprotection (ATP increase), actives largely listed as activators; PC12 HTT-Q103 induced, cytoprotection, ATP luminescence, 40 h;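 note: % of control where 0% means no effect; nearly all actives have a fitted effect of over 45% in size; toxic huntingtin expression switched on by the ecdysone agonist tebufenozide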
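PC12 cells stably carrying ecdysone-inducible Htt exon 1 (Q103)–GFP were induced with 100 nM tebufenozide (final) alongside library compounds in a dose series. Cytoprotection was scored as retained ATP by ATPlite luminescence.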
ALDH1A1 block = inhibitors of human aldehyde dehydrogenase 1A1; Purified ALDH1A1, NADH fluorescence, propionaldehyde substrate; Potency, µM (titrated, usually from 75.3 µM), inactives show at the top dose activity, negative = inhibition, most hits filed as inhibitors; 7.3% of 220,000 active; active = well fitted inhibition curve with a large enough effect, not every such curve was filed as active; inconclusive = small, poorly fitted or top-dose-only effect, or another doubt; inactive = no such curve, though single readings can be large or run the other way;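 note: plate controls were no enzyme wells and a reference inhibitor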
Target sequence (P00352 whole entry, looked up): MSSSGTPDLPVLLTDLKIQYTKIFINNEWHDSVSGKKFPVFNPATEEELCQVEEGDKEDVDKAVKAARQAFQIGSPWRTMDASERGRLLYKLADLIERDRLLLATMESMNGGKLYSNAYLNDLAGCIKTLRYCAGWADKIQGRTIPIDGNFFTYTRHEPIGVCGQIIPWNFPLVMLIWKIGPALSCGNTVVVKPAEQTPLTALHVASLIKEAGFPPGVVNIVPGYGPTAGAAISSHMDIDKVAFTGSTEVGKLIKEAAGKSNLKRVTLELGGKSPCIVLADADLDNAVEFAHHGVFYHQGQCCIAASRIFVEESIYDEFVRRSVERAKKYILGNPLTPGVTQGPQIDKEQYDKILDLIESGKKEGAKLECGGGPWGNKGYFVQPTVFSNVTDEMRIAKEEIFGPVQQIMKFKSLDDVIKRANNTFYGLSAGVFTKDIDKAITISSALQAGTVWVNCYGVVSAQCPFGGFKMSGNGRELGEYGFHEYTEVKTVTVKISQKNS
HTT aggregate = inhibitors of mutant huntingtin aggregate formation in PC12 cells. PC12 HttQ103-GFP aggregates, Acumen cytometry, 40 h. Potency, µM (titrated, usually from 46.1 µM), inactives show at the highest dose activity change, negative = inhibition, most hits filed as inhibitors. 1.1% of 220,000 active. AID 1688; note: % is set by controls: 0 for no effect and ±100 for the full control effect; nearly all actives have a fitted effect of over 60% in size
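Aggregate formation scored by laser-scanning cytometer (488 excitation, 500–530 emission) in lysed PC12 cells expressing Q103-GFP after 100 nM tebufenozide induction; library tested in dose series, with ATPLite reagent added in the multiplex.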
Tau fluor cs = counter-screen for tau fibril formation inhibitors; AID 1463; tau K18 P301L (four-repeat tau fragment) Alexa594 fluorescence, heparin fibrillization; Potency, µM (top dose mostly 57.7 µM), for the others: at the top dose activity change, negative = decrease; 0.93% of 280,000 active; note: % is set by controls: 0 for no effect and ±100 for the full control effect; nearly all actives have a fitted effect of over 55% in size
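Human K18 P301L tau (15 uM unlabeled plus 0.24 uM Alexa 594-labeled, final) in 100 mM sodium acetate pH 7 was mixed with compound and 20 uM heparin and incubated 6 hr at 37 C.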
KDM4E inh = blocks human JMJD2E demethylase activity; JMJD2E catalytic domain, FDH-coupled NADH fluorescence (FDH is formaldehyde dehydrogenase); Potency, µM (titrated, usually from 57.1 µM), for the others: at the highest dose activity change, negative = inhibition, usual class: inhibitors; 1.6% of 230,000 active; active = well fitted inhibition curve with a large enough effect, not every such curve was filed as active; inconclusive = small, poorly fitted or top-dose-only effect, or another doubt; inactive = no such curve, though single readings can be large or run the other way;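 note: 0% = wells with enzyme and -100% = buffer wells without enzyme; nearly all actives have a fitted effect of over 50% in size; many of its hits are not listed in these tables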
Target sequence (B2RXH2 1-337 limits assumed): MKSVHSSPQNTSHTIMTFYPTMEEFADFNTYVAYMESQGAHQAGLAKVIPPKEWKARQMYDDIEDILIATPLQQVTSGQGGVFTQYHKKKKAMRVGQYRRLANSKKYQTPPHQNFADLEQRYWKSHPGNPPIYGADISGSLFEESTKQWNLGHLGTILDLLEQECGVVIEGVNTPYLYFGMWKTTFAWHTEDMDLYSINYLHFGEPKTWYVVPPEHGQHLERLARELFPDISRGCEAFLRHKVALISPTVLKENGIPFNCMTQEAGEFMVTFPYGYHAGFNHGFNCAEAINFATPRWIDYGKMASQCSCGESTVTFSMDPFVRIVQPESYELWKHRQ
Tau FP inhib = inhibitors of human tau fibril formation. P10636. K18 P301L tau heparin fibrillization, Alexa594 FP, 6 h. Potency, µM (highest dose often 57.7 µM), for inactives: top-dose activity, negative = inhibition, actives largely listed as inhibitors. 0.39% of 280,000 active; note: % is set by controls: 0 for no effect and ±100 for the full control effect; nearly all actives have a fitted effect of over 55% in size
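FP of Alexa 594-tau after heparin (20 uM) induction. Substrate: human K18 P301L, 15 uM unlabeled, 0.24 uM labeled. Buffer 100 mM sodium acetate pH 7. 6 hr, 37 C.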
* marks the source's active call; other numbers are inactive results; ? = inconclusive; . = not tested or not shown; & = joins results of further samples; [ ] = remark or other dose. Unless noted, calls come from the whole dose curve; as a rule, active = well fitted curve in the direction sought with a large enough effect; inconclusive = small, poorly fitted or top-dose-only effect, or another doubt; inactive = no such curve, though single readings can be large; an effect the other way counts as inactive or inconclusive. Potency is the fitted concentration of half-maximal effect. Some of the compounds tested; count on the stated rates, not on these rows.

SMILES	Tau ThT inhib	SMN2 splice up	HTT ATP protect	ALDH1A1 block	HTT aggregate	Tau fluor cs	KDM4E inh	Tau FP inhib
CCOc1ccc(Br)cc1S(=O)(=O)Nc1cccc(S(=O)(=O)N(C)c2ccccc2)c1	-5.6%	-6.3%	7.1%[10 µM]	?	?	?	5.9%	-13.1%
CC(C)=CCN1CCN(Cc2cc(C(C)C)n[nH]2)CC1CCO (stereo unspecified)	3.9%	.	20.0%[10 µM]	-1.6%	-11.1%[9.22 µM]	-4.7%	3.9%	-1.2%
CCN(CC)C(=O)CSc1ncnc2c1nnn2-c1ccc(OC)cc1	-13.6%	-26.7%	9.4%	3.98µM*	?	-8.2%	1.1%	-4.4%
CCC[N+](CC#Cc1ccccc1)(CCC)CC(=O)OC	-7.6%	3.4%	7.4%[10 µM]	11.2%	-10.3%	5.9%	-2.4%	-14.7%
O=c1c(-c2n[nH]c(=S)n2-c2ccccc2)cccn1Cc1cccc(Cl)c1	8.6%	-13.6%	-12.3%[10 µM]	6.2%	-6.8%	6.0%	-8.2%	2.7%
O=C(Cc1ccccc1)Nc1c(Cl)ccc2nsnc12	-4.8%	.	-3.5%[10 µM]	.	-13.6%[9.22 µM]	-3.2%	9.6%	0.9%
CC1CCc2nc(/C(C#N)=C/c3ccncc3)sc2C1 (stereo unspecified)	?	17.8µM*	-26.8%	?	-23.4%	-10.2%	?	4.4%
O=S(=O)(NC1CCN(Cc2ccccc2)CC1)c1ccc(Cl)cc1	-6.1%	.	?	-6.4%	?	-6.5%	-1.3%	-4.8%
CCOC(=O)C1(Cc2ccccc2C(F)(F)F)CCN(Cc2ccc(COC)o2)CC1	5.2%	.	13.1%[10 µM]	9.7%	8.0%[9.22 µM]	8.7%	-5.9%	3.0%
Cc1ccc(-c2csc(C3=C(O)CN(NC(=O)c4ccco4)C3=N)n2)cc1	-8.9%	.	11.6%[10 µM]	.	8.2%[9.22 µM]	-18.6%	-2.2%	-6.5%
N#CCCN(CC#Cc1ccccc1)OCc1ccccc1	-2.6%[11.5 µM]	.	-10.2%[10 µM]	-15.4%[13.5 µM]	.	2.4%[11.6 µM]	.	8.4%[11.6 µM]
COc1ccc2c(=O)c(Oc3ccc(C(=O)O)cc3)c(C(F)(F)F)oc2c1	-1.4%	2.51µM*	-22.7%	20.9%	?	2.3%	1.7%	1.6%
CCOC(=O)c1c(C)[nH]c(C)c1C(=O)COC(=O)CNC(=O)c1ccc(OCC)cc1	-3.6%	-9.0%	-20.6%[10 µM]	15.3%	-2.4%	0.9%	-2.2%	5.4%
CCn1c(NCc2cc(Cl)ccc2O)nc2ccccc21	?	.	6.9%[10 µM]	.	29.1%[9.22 µM]	?	2.1%	7.6%
N#C/C(=C/c1cc(Br)cs1)C(=O)NCC1CCCO1 (stereo unspecified)	-14.3%	6.8%	5.9%	-12.2%	-2.3%	-11.2%	3.7%	4.4%
Cc1cc(N2CCN(c3nc(-c4ccc([N+](=O)[O-])cc4)cs3)CC2)c2ccccc2n1	?	-35.6%[inhibitor]	-37.9%[inhibitor]	1.2%	-27.0%	-26.2%	-0.6%	9.7%
COc1cc(/C=C/C(=O)O)cc(S(=O)(=O)Nc2ccc3nc(SC)sc3c2)c1OC	0.8%	8.7%	-31.4%	11.0%	16.0%	5.2%	8.8%	0.7%
O=C1/C(=C/c2ccncc2)CCc2ccccc21	.	.	10.1%[10 µM]	.	-0.9%[9.22 µM]	3.4%	0.1%	6.0%
Cn1c(Cc2ccccc2)nnc1SCC(=O)Nc1ccc2c(c1)OCCO2	-6.9%	-12.5%	-2.4%	-1.4%	18.3%	0.1%	0.8%	1.9%
CCN(CC)S(=O)(=O)c1cc(C(=O)OCC(=O)c2ccc3c(c2)NC(=O)CO3)ccc1Cl	13.1%	-73.0%[inhibitor]	-19.0%	?	20.2%	-25.4%	3.5%	?
CCOc1ccccc1N(CC(=O)NC1CCCCC1)C(=O)CCCC(=O)Nc1ccccn1	7.6%	20.9%	15.8%[10 µM]	16.0%	20.5%[9.22 µM]	2.4%	3.0%	-3.5%
CCOC(=O)Nc1cccc2ccccc12	-14.3%	-8.1%	-51.4%	?	-12.8%	-16.5%	5.4%	-8.3%
C=C(C(=O)c1ccccc1)C(C)C(=C)C(=O)c1ccccc1	28.2µM*	-91.0%[inhibitor]	37.4%[1.9 µM]	-2.2%	33.0%[1.84 µM]	-13.5%	10.9%	-20.2%
Cc1c(C(=O)N2CCC(C)CC2)sc2ncnc(N(C)c3ccccc3)c12	?	-27.0%	-19.4%[10 µM]	?	20µM*	-8.2%	?	-1.1%
COc1ccccc1NC(=O)COC(=O)C1CC2C=CC1C2 (stereo unspecified)	-11.3%	8.4%	12.8%	1.6%	-17.2%	-3.4%	-3.9%	-4.4%

Remaining list, next part
SMILES	Tau ThT inhib	SMN2 splice up	HTT ATP protect	ALDH1A1 block	HTT aggregate	Tau fluor cs	KDM4E inh	Tau FP inhib
CCn1ncc(Cl)c1C(=O)Nc1cc(Cl)ccc1Cl	-10.2%	-2.8%	-19.1%	0.2%	7.5%	-5.6%	5.5%	5.6%
COc1ccc(C=NCCCN2CCOCC2)cc1	-8.5%	6.9%	3.2%[10 µM]	20µM*	4.9%	-1.1%	?	1.7%
CCCCC(=O)Oc1ccccc1C1SCc2cc(C)c(C)cc2CS1	-10.7%	.	-1.7%	-14.1%	-12.4%	-6.9%	0.4%	-3.6%
CCOc1ccc(C(=O)NCC(=O)OCc2c(C)noc2C)cc1OCC	3.0%	-3.4%	7.3%[10 µM]	6.8%	30.2%	11.4%	3.4%	1.7%
CCOC(=O)C1CCN(c2nc(C)cc(C)c2C#N)CC1	-10.3%	-0.7%	12.2%[10 µM]	?	-2.8%	-6.8%	?	-0.5%
O=C(/C=C/c1ccccc1)NC(=S)NNS(=O)(=O)c1ccccc1	-1.9%	.	2.6%[10 µM]	-1.5%	-1.4%[9.22 µM]	10.6%[2.34 µM]	2.9%	-7.0%
CCOC(=O)Cn1nnc(-c2ccc(OCC(C)C)cc2)n1	-11.2%	-4.4%	-10.5%	3.4%	2.6%	-9.1%	3.7%	1.6%
COc1ccc(N2CCN(S(=O)(=O)c3ccc(Cl)s3)CC2)cc1	-9.7%	.	1.2%[10 µM]	3.6%	13.4%[9.22 µM]	-15.5%	-6.4%	0.3%
C=CCNC(=O)/C(=C/c1cccc([N+](=O)[O-])c1)NC(=O)c1ccco1	6.2%	4.9%	-8.7%[10 µM]	7.5%	-8.1%[9.22 µM]	5.2%	-2.8%	0.7%
Cc1ccc(S(=O)(=O)CC(=O)Nc2nc(-c3ccccc3)cs2)cc1	-4.7%	-3.3%	-21.5%	?	-78.9%	?	0.4%	-0.9%
CCCCNC(=O)Nc1cnn(CC)c1C(N)=O	-2.2%	0.4%	-4.4%[10 µM]	-1.5%	10.5%	-2.2%	2.1%	-3.3%
N#CC(C(=O)NC1CC1)c1nc2ccccc2nc1N1CCCC1 (stereo unspecified)	?	-5.0%	-13.2%[10 µM]	?	-2.4%	-6.5%	?	4.3%
Cc1ccc(N2C(=O)C3ON(c4ccccc4)C(c4ccncc4)C3C2=O)cc1 (stereo unspecified)	-3.0%	1.2%	11.4%	2.51µM*	1.3%	-2.4%	2.5%	1.0%
O=[N+]([O-])c1cc(/C=N/n2c(-c3ccncc3)n[nH]c2=S)ccc1Cl	?	.	-10.2%[10 µM]	?	-1.1%[9.22 µM]	?	?	0.1%
Nc1cccc(S(=O)(=O)Nc2ccc(SC(F)F)cc2)c1	-0.3%	.	-12.6%[10 µM]	.	-17.7%[9.22 µM]	-28.3%	0.2%	-2.0%
O=C(/C=C/c1cccs1)N1CCc2ccccc21	?	2.82µM*	-3.6%[0.074 µM]	17.1%	?	-0.9%	3.3%	-6.1%
NC(=O)c1ccsc1NC(=O)COC(=O)COc1ccccc1F	-5.2%	.	-2.7%[10 µM]	7.0%	6.0%	-3.7%	9.7%	-5.2%
Cc1cccc(C(=O)Nc2nnc(-c3ccco3)o2)c1	-9.2%	27.9%	16.6%[10 µM]	4.0%	-5.4%	-1.5%	-10.7%	-0.4%
CCOC(=O)CN(C(=O)CN1CCC(n2nnc3cc(C)ccc32)CC1)c1ccccc1	3.5%	-4.5%	-5.0%	-0.4%	15.1%	3.6%	2.4%	-2.5%
CCOC(=O)Cn1c(=O)sc2ccccc21	0.0%	-0.8%	-3.2%	8.3%	-3.9%	2.5%	-0.2%	-2.3%
CCSc1nnc(NC(=O)Cc2ccc(OC)c(OC)c2)s1	-9.1%	-7.5%	25.8%	-1.0%	17.8%	-5.1%	14.2%	3.1%
Cc1nc2c(F)c(F)c(C(F)(F)F)c(F)c2[nH]1	-6.9%	-24.8%	-13.4%[0.074 µM]	-4.0%	-8.3%[9.22 µM]	1.1%	-7.0%	-4.5%
CN(CC(O)CON=C1c2ccccc2-c2ccccc21)S(=O)(=O)c1ccc(Br)cc1 (stereo unspecified)	-2.2%	-15.1%	-2.3%[10 µM]	-4.3%	-28.9%	?	?	?
CCC1=C(OC(=O)N(CC)CC)N2C(=O)OC(=NCC(=O)OC)[C@]2(C)[C@H]2C1=CC[C@H]1C(=O)N(CC(=O)OC)C(=O)[C@H]12	-7.3%&7.8%	-6.4%	3.9%	-0.2%	-3.6%[9.22 µM]	-7.8%&12.0%	-10.7%&-4.5%	4.3%&3.6%
O=C(Nc1nsc(-c2ccccc2)n1)c1ccncc1	-7.4%	-4.5%	-23.5%	-7.2%	-20.5%	-5.5%	?	1.0%
O=C(CSc1nnc2sc3ccccc3n12)c1ccco1	-21.9%	11.2µM*	-7.8%[10 µM]	15.8µM*	-2.8%	-3.2%	-2.5%	4.1%
FC(F)C(F)(F)C1=CC(c2ccccc2)=NCCN1	1.2%	1.0%	-1.3%	3.1%	-21.1%	-0.4%	-5.1%	-0.8%
O=C(O)CC1c2ccccc2S(=O)(=O)N1Cc1ccccc1 (stereo unspecified)	?	.	11.2%[10 µM]	.	23.4%[9.22 µM]	23.6%	-5.0%	3.4%
O=C(Nc1ccc2[nH]c(=O)c(=O)[nH]c2c1)c1cccc(F)c1	-17.1%	?	.	.	.	-10.0%	.	-10.7%
CSc1nc(Sc2ccccc2)c2ccccc2n1	?	-14.3%	4.9%[10 µM]	?	-8.0%	-14.3%	?	-16.3%
